BoNT A protease: blocks Botulinum neurotoxin A light chain protease. actives 0.17% (n = 360,000). multiplex microsphere protease substrate cleavage, flow cytometry. inhibition, % at 10 µM; in the data active = inhibition above about 30%; inconclusive = no clear call, values can overlap the other calls; note: plate controls were buffer without enzyme for full effect and enzyme alone for no effect
Mtb FBA inh: inhibitors of M. tuberculosis fructose-bisphosphate aldolase; actives 2.3% (n = 360,000); inhibition, % at 1 µM; purified M. tuberculosis FBA, fluorescence read-out; in the data active = inhibition above about 27%;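 note: 0% = vehicle and 100% = reference inhibitor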
Target sequence (P9WQA3 whole entry, looked up): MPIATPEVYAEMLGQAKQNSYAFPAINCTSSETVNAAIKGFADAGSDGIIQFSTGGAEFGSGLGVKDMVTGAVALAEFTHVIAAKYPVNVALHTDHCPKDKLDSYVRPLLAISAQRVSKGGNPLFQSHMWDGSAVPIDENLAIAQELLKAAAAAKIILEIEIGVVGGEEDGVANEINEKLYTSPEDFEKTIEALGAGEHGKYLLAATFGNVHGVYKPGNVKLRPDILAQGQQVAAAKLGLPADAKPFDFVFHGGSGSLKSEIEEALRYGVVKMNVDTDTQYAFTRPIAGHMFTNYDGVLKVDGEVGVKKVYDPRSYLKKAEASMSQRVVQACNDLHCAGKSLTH
FadD28 FP inh: blocks FadD28 binding to the bisubstrate probe; fluorescence polarization; actives 0.22% (n = 360,000); inhibition, % at 12.5 µM; in the data active = inhibition above about 8.5%, passing the limit was not always enough; inconclusive = no clear call, values can overlap the other calls
GDH-TPI inh: GDH-TPI coupled enzyme inhibition counter-screen. inhibition, % at 4.8 µM. actives 1.2% (n = 360,000). GDH-TPI coupled enzyme counterscreen, NADH absorbance;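 note: 0% = DMSO wells and 100% = wells lacking the enzyme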
Mtb UGM inh: blocks M. tuberculosis UGM enzyme; P9WIQ1; purified UGM, fluorescence polarization probe displacement; inhibition, % at 10 µM; actives 0.06% (n = 320,000); AID 504406; in the data active = inhibition above about 10%, passing the limit was not always enough; inconclusive = no clear call, values can overlap the other calls
Target sequence (P9WIQ1 whole entry, looked up): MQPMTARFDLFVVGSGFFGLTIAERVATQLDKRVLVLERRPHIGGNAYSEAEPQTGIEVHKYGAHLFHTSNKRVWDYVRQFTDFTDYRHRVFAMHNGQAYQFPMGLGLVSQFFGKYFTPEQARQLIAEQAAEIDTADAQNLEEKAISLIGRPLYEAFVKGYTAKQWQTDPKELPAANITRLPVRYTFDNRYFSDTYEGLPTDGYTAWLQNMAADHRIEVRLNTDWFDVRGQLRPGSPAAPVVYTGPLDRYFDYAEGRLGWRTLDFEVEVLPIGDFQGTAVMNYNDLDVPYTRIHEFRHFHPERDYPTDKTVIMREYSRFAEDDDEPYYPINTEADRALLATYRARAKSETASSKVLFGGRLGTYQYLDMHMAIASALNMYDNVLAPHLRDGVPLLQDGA
BioA inh: inhibitors of Mycobacterium tuberculosis BioA enzyme | purified M. tuberculosis BioA enzyme, plate reader | inhibition, % at 9.99 µM | actives 0.096% (n = 360,000); in the data active = inhibition above about 40%; inconclusive = no clear call, values can overlap the other calls
CCHFV vOTU inh: blocks the CCHF virus ovarian tumor domain protease | inhibition, % at 11.5 µM | actives 0.55% (n = 370,000) | CCHFV vOTU protease, Pep-AMC fluorescence; note: 0% = vehicle wells with enzyme and 100% = no enzyme wells
BoNT F protease: inhibitors of Botulinum neurotoxin F light chain protease; Multiplex microsphere protease cleavage assay, flow cytometry; inhibition, % at 10 µM; actives 0.22% (n = 360,000); in the data active = inhibition above about 35%, passing the limit was not always enough; inconclusive = no clear call, values can overlap the other calls; note: plate controls were buffer without enzyme for full effect and enzyme alone for no effect
PrPC surface inh: reduces human prion protein on the cell surface. P04156. inhibition, % at 13.8 µM. AID 720596. actives 0.43% (n = 370,000). cell surface PrPC, TR-FRET read-out; in the data active = inhibition above about 24%; note: 0% = median of the test wells and 100% = reference compound wells
* = called active by the depositor; ? = inconclusive; nt = no result given; + = active, no number; & = joins results of further samples. Cut-off read from the data, not from the text of the source, unless noted: active = inhibition above about 30%; inactive = the rest.

Order of values: BoNT A protease, Mtb FBA inh, FadD28 FP inh, GDH-TPI inh, Mtb UGM inh, BioA inh, CCHFV vOTU inh, BoNT F protease, PrPC surface inh
1. COc1ccc(CNC(=O)CNC(=O)c2c(C)nn(C)c2Cl)cc1
→ -1.3, 6, -0.6, 11, -5.3, nt, -11, -1, 10
2. CCCCN(CCCC)c1ncnc2nc[nH]c12
→ -1.3, 0, -3.1, -5, 4.6, nt, 5, -6, -14
3. Cc1cccc(C(=O)NCC(=O)OCC(=O)c2cc(C)n(CC3CCCO3)c2C)c1 (configuration not stated)
→ 0.7, -3, -4.5, -8, -2.8, nt, -1, -2, -8
4. Cc1cccc(CCNC(=O)C2CCC(=O)N(Cc3ccccc3F)C2)n1 (configuration not stated)
→ 0.0, 0, 0.8, -7, 0.9, 0.2, -8, -1, 2
5. Cc1ccc(NC2=C(C(=O)c3ccccc3)N(C)S(=O)(=O)c3ccccc32)cc1
→ -1.7, -9, -0.4, 2, -1.5, -4.5, 6, -36, 4
6. CC(=O)c1cc2c(cc1NC(=O)c1ccc(C)cc1)OCCO2
→ -0.8, 4, -2.4, 3, -0.5, -1.0, -16, -6, -1
7. Cc1ccc2cc3cc(C(=O)NCCCN4CCc5ccccc5C4)oc3nc2c1
→ 0.1, 70*, -9.2, 35*, -0.9, -0.2, -67, -10, -35
8. COC(=O)c1ccccc1NC(=O)c1cc(OC)cc(OC)c1
→ 0.7, 1, -2.6, -3, 1.6, -2.3, 12, 11, 2
9. O=C1NC[C@H](CCCCN2C[C@H](Cc3ccccc3)N(CCC3CCCCC3)C(=O)C2=O)N(CCC2CCCCC2)C1=O
→ -0.6, nt, nt, nt, nt, nt, 13, -2, 6
10. O=C(O)CCc1ccc(-c2cccs2)n1NC(=O)c1ccc(Cl)cc1
→ 1.2, 2, -0.5, 17, 1.9, -0.3, -6, 0, 2
11. Cc1cccc(OCc2nnc(SCC(=O)N3CCCC3)n2C)c1
→ 0.5, -3, -1.1, 18, 2.2, 0.8, -3, 4, -2
12. C=CCc1cc(/C=N/NC(=O)CSc2nnc(CCCc3ccc(OC)cc3)o2)cc(OC)c1O
→ -0.7, -4, -4.8, 16, 0.1, -0.1, 20, -8, 2
13. COc1cccc(O)c1CN1CCC(n2nccc2NC(=O)c2ccc3c(c2)OCO3)CC1
→ -2.8, 1, -2.2, -2, -1.0, -0.6, -6, -2, 0
14. O=C(CCNC(=O)c1ccco1)Nc1nc(-c2ccccc2)cs1
→ 0.3, -1, -0.6, 7, 1.0, -1.4, -3, -9, -6
15. COc1ccc(S(=O)(=O)Nc2ccc3cn[nH]c3c2)cc1[N+](=O)[O-]
→ nt, 5, -2.0, 1, -0.6, 1.1, -3, nt, -7
16. COc1ccc(Nc2nc3ccccc3c(=O)[nH]2)cc1
→ -0.6, 13, -0.3, -2, -0.6, -1.0, -12, 0, 2
17. O=[N+]([O-])c1cc([N+](=O)[O-])c(Oc2cccc3c2CCCC3)cc1NN1CCCCC1
→ -0.4, 2, -1.6, 8, nt, 2.1, 2, 8, -1
18. C[C@@H]1CCCCO[C@H](CN(C)S(=O)(=O)c2cccs2)[C@H](C)CN([C@@H](C)CO)C(=O)c2cc(NC(=O)NC3CCCCC3)ccc2O1
→ -0.3, -3, -0.4, 2, nt, -2.2&-1.7, 7, -6, 7
19. CC(C)(C)OC(=O)C[C@H]1C/C=C\C[C@@H](CC(=O)N[C@H](CO)Cc2ccccc2)C(=O)NC[C@H](c2ccccc2)OC1=O
→ -0.2, 1, -2.0, -12, 1.7, -0.5, 15, 5, -2
20. CCOC(=O)C1(CC2CCCCO2)CCN(C(=O)Nc2ccccc2CC)CC1 (configuration not stated)
→ -0.1, 1, -1.0, 3, -2.3, nt, 0, 1, 9
21. Nc1cc(C(=O)OCC(=O)c2ccc(CC(=O)N3CCOCC3)s2)ccc1Cl
→ 3.6, -2, -1.3, 7, -1.5, 0.5, -3, 5, 4
22. COc1ccccc1NC(=O)c1ccc(N2CC3CC(C2)c2cccc(=O)n2C3)c(NC(=O)c2ccncc2)c1 (configuration not stated)
→ 1.7, -3, 1.2, 7, 2.9, 1.4, 18, 2, -7
23. Cc1ccc(CNC(=O)CCNC(=O)c2ccc(Br)o2)cc1
→ 0.0, 3, -0.3, -2, -0.5, -3.2, -16, 6, -3
24. O=C(Cc1ccc(S(=O)(=O)N2CCOCC2)s1)N(Cc1ccccc1)c1ccccc1
→ nt, -4, -3.7, 3, 0.6, -1.0, -5, nt, 7
25. Cc1ccc(NC(=O)CC2Oc3ccccc3NC2=O)c(C)c1 (configuration not stated)
→ -0.3, 3, 0.0, 14, -0.4, -0.8, -5, -8, -5
26. O=C(CSCc1cccc(Br)c1)N=Nc1c(O)[nH]c2ccccc12
→ -1.2, -3, -1.7, 17, 1.8, nt, 3, -8, -10
27. Cc1cc(C)c(S(=O)(=O)Nc2ccc3c(c2)CCC3)c(C)c1
→ 0.1, -9, -3.0, -11, -1.2, nt, 15, 2, 15
28. Cc1ccccc1NC(=O)c1ccccc1O
→ 0.4, 3, 0.1, 5, -1.6, -0.1, -17, 0, -3
29. Cc1ccc(S(=O)(=O)CCC(=O)Oc2ccc3c(C)cc(=O)oc3c2)cc1
→ 2.9, +, 0.6, 8, -0.4, nt, -340, -5, -6
30. Cc1ccc(OCCCCCN2CCOCC2)c(Cl)c1
→ -3.5, 2, -0.3, -4, 3.1, 1.6, 2, -9, -2
31. CCN(CC(=O)Nc1ccccc1C(F)(F)F)C(=O)C1=COCCO1
→ ?, 2, 0.0, -6, -3.2, nt, -7, ?, 4
32. C=CCn1c(SCC(=O)NCC(=O)OCC)nnc1-c1ccccn1
→ -0.5, 2, -1.5, -4, -0.4, -0.4, -19, 6, -2
33. O=C(Nc1ccc[n+](CC(=O)c2cccc3ccccc23)c1)c1ccccc1
→ 1.5, 3, -4.9, 11, 0.4, nt, -13, -31, -19
34. CCCSc1nc(C)c(C(C)=O)cc1C#N
→ -0.9, -3, -0.8, 8, -3.5, -0.6, nt, -11, nt
35. NC(=O)C1CCN(C(=O)CSc2nc3c(c(-c4ccccc4)n2)CCCC3)CC1
→ -0.2, -1, -3.6, -5, 2.4, 7.4, -1, 9, -2
36. O=C(c1noc2c1CCCC2)N1CCC(CO)(Cc2ccccc2Cl)CC1
→ 0.8, 2, -1.9, 1, -1.1, 2.7, -7, -40, 1
37. Cc1ccc(CN2C(=O)C(CC(C)C)Nc3ncnc(N4CCOCC4)c32)cc1 (configuration not stated)
→ 0.0&-1.0, 0&4, -2.4&-0.1, 10, 2.9, -0.8&2.1, -9&23, -12&-12, 2&1
38. CN(C)CCNC(=O)/C(=C/c1ccc(-c2cccc([N+](=O)[O-])c2)o1)NC(=O)c1ccccc1
→ 0.9, -5, -4.3, 9, 1.3, nt, -1, -4, -22
39. CCCCC(=O)Nc1nc(C)c(-c2csc(Nc3cc(OC)ccc3OC)n2)s1
→ -0.3, 1, -0.1, 13, 1.5, 2.6, 7, -11, 4
40. Cc1ccc(OCC(=O)Nc2ccccc2C(=O)NC2CC2)cc1
→ -0.3, 0, -3.2, -8, 1.1, 0.5, 1, 0, -3
41. CCn1c2ccccc2c2cc(NC(=O)Cc3ccc(S(=O)(=O)N4CCOCC4)s3)ccc21
→ 1.6, 5, -0.7, -8, 1.6, 0.1, 9, 5, 6
42. O=C(COC(=O)c1ccc2c(c1)OCCO2)Nc1ccccc1C(F)(F)F
→ -0.3, 2, -2.2, -1, nt, -1.3, -3, 1, -3
43. Cn1c(N)c(C(=O)COC(=O)CCc2c[nH]c3ccccc23)c(=O)n(C)c1=O
→ 0.1, -1, -1.7, 8, -1.0, -0.8, 6, 2, 3
44. CCN(CC1CCCO1)C(=O)c1cc(COc2ccc(F)cc2F)on1 (configuration not stated)
→ -2.9, 3, nt, 3, -1.6, -2.2, 6, 0, 3
45. CC1CN(S(=O)(=O)c2ccc(C(=O)Nc3ccc(S(=O)(=O)Nc4ncccn4)cc3)cc2)CC(C)O1 (configuration not stated)
→ -0.4, 2, -0.1, 8, -2.2, nt, 3, -7, -4
46. Cc1cccc(N2CCN(CC(O)COCc3cccs3)CC2)c1C (configuration not stated)
→ -1.4, -2, 0.9, 3, 0.7, nt, -7, -4, 1
47. CCCCSc1ncc(C(=O)OCC)c(N)n1
→ -0.5, 1, -0.1, 6, -1.2, 0.4, 19, 4, 8
48. O=C(CCOc1ccccc1)N1CCCC(Nc2ccccc2)C1 (configuration not stated)
→ -0.2, -3, -2.8, 5, nt, 0.4, 9, -10, 3
49. O=C(C1CCN(S(=O)(=O)c2ccc(F)cc2)CC1)N1CC=C(c2ccccc2)CC1
→ 4.3, -4, -4.6, -12, -1.1, 0.4, -7, 4, -3
50. Cc1ccc(NC(=O)CN2CCN(C(=O)c3ccco3)CC2)cc1
→ 1.2, -1, -1.5, 1, 3.9, 1.1, 7, 9, 1
51. CCCNC(=O)/C(C#N)=C1\N=C(NC(=O)c2cccs2)c2ccccc21
→ 0.2, 0, -4.0, 6, 2.4, -2.5, 7, 0, -7
52. CCOc1ccc(NC(=O)COc2ccccc2)c([N+](=O)[O-])c1
→ -1.2, 1, 0.2, 2, 0.7, nt, -11, -6, -9
53. Cc1onc(-c2ccccc2)c1C(=O)Nc1ccccc1N1CCOCC1
→ -0.2, -1, -2.9, -1, 1.3, 1.9, 8, 6, 11
54. CCOC(=O)C1CCN(/C=C2/C(=O)NC(=O)N(c3cccc(C)c3C)C2=O)CC1
→ 0.1, 1, 0.8, 1, -2.7, -1.8, -4, 2, 4
55. CCN(CC)C(=O)Cn1cc(SCC(=O)NC2CCCCC2)c2ccccc21
→ 0.1, -1, -2.6, -2, nt, -0.8, 10, -3, -8
56. CNC(=S)NNC(=O)c1sccc1OCc1ccc(Cl)cc1Cl
→ -1.7, -2, -0.2, -2, -1.0, -4.0, 0, -7, -5
57. COc1ccc(CCNC(=O)CN(C2CCCCC2)S(C)(=O)=O)cc1OC
→ 1.1, -1, -3.8, 12, -2.9, -0.8, -12, -2, 3
58. O=C(CN1CCN(C(=O)CNC(=O)c2ccc3c(c2)OCO3)CC1)Nc1ccc(F)cc1
→ -0.6, 2, -0.7, 1, -2.7, -1.4, -18, -3, 4
59. Cc1cccc(OCC(=O)N/N=C\c2cccn2C)c1C
→ -1.2, -8, -2.2, 2, 1.2, 1.5, 2, -1, 5
60. CCOCc1nnc(NC(=O)C2CC(=O)N(C3CCCC3)C2)s1 (configuration not stated)
→ 5.4, -2, -1.1, 11, -1.9, -2.1, 11, 0, 4

Additional compounds:
Order of values: BoNT A protease, Mtb FBA inh, FadD28 FP inh, GDH-TPI inh, Mtb UGM inh, BioA inh, CCHFV vOTU inh, BoNT F protease, PrPC surface inh
61. c1ccc(CSc2nnc(-c3ccccn3)n2-c2ccccc2)cc1
→ 0.2, -11, -2.8, -9, 5.1, 0.7, 9, 0, 2
62. CCOc1cc(NC(=O)c2ccco2)c(OCC)cc1NC(=O)CCc1ccccc1OC
→ 0.4, 1, -1.4, 21, 0.8, -1.1, 10, -22, -8
63. Nc1cccnc1Sc1cc(Cl)cc(Cl)c1
→ 1.1, 2, -2.8, -1, -0.6, 0.5, 28, 4, 0
64. CCOC(=O)N1CCC(=NNC(=O)NC2CCCCC2)CC1
→ -0.5, -2, -0.3, 0, -0.5, 1.1, 5, -4, -2

Compound activity from PubChem BioAssay.
